SIRT5 inh – sirtuin-5 (human) deacylase inhibition. Q9NXA8. Purified SirT5, succinyl-peptide AMC, trypsin-coupled fluorescence. inhibition, % at 15 µM. actives 1.1% (n = 330,000); in the data active = inhibition above about 15%; inconclusive = no clear call, values can overlap the other calls
ERAP1 HTS inh – inhibitors of human ERAP1 aminopeptidase; Q9NZ08; recombinant ERAP1, Leu-AMC fluorescence, 60 min; inhibition, % at 10.7 µM; actives 0.15% (n = 340,000); AID 652197;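 active = mean replicate inhibition of at least 30%, or all replicates individually reaching that 30% level; inactive = mean below 30% and not every replicate reaching it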;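 note: 0% = neutral control wells and 100% = L-leucinethiol positive control wells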
Target sequence (Q9NZ08 whole entry, looked up): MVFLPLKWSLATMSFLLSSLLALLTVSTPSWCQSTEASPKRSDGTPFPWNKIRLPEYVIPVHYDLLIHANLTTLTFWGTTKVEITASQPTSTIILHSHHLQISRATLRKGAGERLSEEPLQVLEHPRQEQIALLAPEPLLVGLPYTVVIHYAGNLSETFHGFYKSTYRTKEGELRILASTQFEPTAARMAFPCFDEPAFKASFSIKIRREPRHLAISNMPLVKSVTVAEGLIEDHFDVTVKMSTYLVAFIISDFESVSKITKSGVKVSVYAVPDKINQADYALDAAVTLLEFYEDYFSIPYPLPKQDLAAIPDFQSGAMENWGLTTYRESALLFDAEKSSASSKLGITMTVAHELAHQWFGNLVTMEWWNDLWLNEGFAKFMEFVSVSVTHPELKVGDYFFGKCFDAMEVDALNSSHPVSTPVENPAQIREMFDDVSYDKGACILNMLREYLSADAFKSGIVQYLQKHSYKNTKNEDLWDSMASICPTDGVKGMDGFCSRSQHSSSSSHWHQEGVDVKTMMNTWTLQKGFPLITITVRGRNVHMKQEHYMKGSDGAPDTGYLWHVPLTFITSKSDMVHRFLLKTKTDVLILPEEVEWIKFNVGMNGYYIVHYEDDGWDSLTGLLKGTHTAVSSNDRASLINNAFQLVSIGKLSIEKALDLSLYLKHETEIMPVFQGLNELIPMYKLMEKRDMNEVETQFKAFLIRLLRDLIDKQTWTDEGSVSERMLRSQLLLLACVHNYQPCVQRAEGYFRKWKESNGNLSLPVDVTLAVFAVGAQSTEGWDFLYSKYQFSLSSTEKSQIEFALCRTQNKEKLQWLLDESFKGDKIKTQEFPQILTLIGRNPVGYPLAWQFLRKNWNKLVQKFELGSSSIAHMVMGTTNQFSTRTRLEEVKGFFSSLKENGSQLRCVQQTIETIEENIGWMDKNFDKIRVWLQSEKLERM
LGR2 antag – blocks bursicon-induced cAMP signaling via Drosophila LGR2; inhibition, % at 9.99 µM; actives 0.35% (n = 380,000); HEK293 LGR2, CRE-luciferase, bursicon-stimulated, 4 h;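 active = drop in luminescence signal, shown as inhibition above about 50% in the replicate tests, limit read from the data, passing the limit was not always enough; inconclusive = probably only some replicates passing the limit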;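 note: agonist challenge used bursicon conditioned medium at about half maximal strength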
PGC1a acetyl inh – modulators of PGC1a acetylation. inhibition, % at 15.6 µM. actives 0.17% (n = 350,000). U2OS PGC1a acetylation, AlphaScreen anti-acetyl-lysine; with virally co-expressed GCN5 acetyltransferase;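 active = every replicate shows inhibition of at least 40%; inconclusive = mean inhibition at least 40% but some replicate below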;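 note: 0% = neutral control wells and 100% = positive control wells; some results beyond the cut were filed as inactive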
Cneo AK release – causes C. neoformans cell lysis. adenylate kinase release luminescence, 4 h; normalised: neutral wells 0, clomiphene wells 100. lysis activity, % at 15 µM. actives 0.2% (n = 360,000). AID 651654;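 active = mean lysis activity across replicates of at least 80%, whatever share of replicates individually reach that level; inactive = mean lysis activity below 80%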
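Assay system: Cryptococcus neoformans yeast cells / Dosing: single-point compound dose / Timing: 4 h at 37 °C static, read 1 h later / Measured by: luminescence of released adenylate kinase using an AK detection reagent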
XiGFP reactiv – reactivates the inactive X chromosome in mouse fibroblasts | XiGFP mouse fibroblasts, % GFP-positive cells imaging, 3 d; cells co-treated with 5-aza-dC sensitizer; scaled so ellipticine positive control = 100% | AID 743238 | actives 0.055% (n = 360,000) | activation, % at 7.58 µM;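 active = mean normalized replicate activation at least 10% and every replicate at or above 10%; inconclusive = only one of the two criteria met; inactive = mean below 10% and not all replicates reach 10%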;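 note: 0% = median of on-plate neutral control wells and 100% = ellipticine 6 µM median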
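Assay system – SV40-immortalized XiGFP fibroblast cells, line 68-5-11 · Buffer or medium – DMEM supplemented with 5-aza-dC as sensitizing agent · Dosing – one concentration, pinned · Benchmarks – positive control ellipticine, 6 µM final · Times – 3 days compound exposure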
S100A4 inh HTS – S100A4-myosin IIA interaction inhibition; P26447; inhibition, % at 10.7 µM; actives 0.14% (n = 360,000); S100A4/TAMRA-MyoIIA peptide fluorescence polarization;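 active = mean inhibition of at least 70% across replicates, with every replicate also reaching that level; inconclusive = mean inhibition reaches 70% but some replicates fall short; inactive = mean inhibition below 70%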
Target sequence (P26447 whole entry, looked up): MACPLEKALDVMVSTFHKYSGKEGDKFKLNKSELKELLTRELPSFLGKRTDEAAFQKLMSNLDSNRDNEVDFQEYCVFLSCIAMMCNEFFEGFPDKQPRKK
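Compound dosing: one dose per compound; test system: human S100A4 monomer with TAMRA-labelled myosin IIA peptide; probe or stimulus: TAMRA-labelled myosin IIA heavy-chain peptide probe, 5 nM; medium: HEPES buffer with Ca2+, pH 7.2; schedule: 5 min incubation before reading; benchmarks: neutral control DMSO, positive control TFP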
Statin myotox sup – suppression of simvastatin myotoxicity. C2C12 myotubes + simvastatin, ATP luminescence, 48 h; scaled: DMSO 0, geranylgeraniol control 100. rescue of ATP level, % at 7.49 µM. actives 0.78% (n = 330,000). AID 602340;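 active = mean ATP rescue above about 67%, or every replicate alone reaching that limit, limit read from the data, passing the limit was not always enough; inconclusive = no clear call, values can overlap the other calls; inactive = mean under the limit and some replicate under it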;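 note: myotubes were challenged with 10 µM simvastatin during compound exposure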
* = called active by the depositor; ? = inconclusive; / = no result given; & = joins results of further samples.

SMILES	SIRT5 inh	ERAP1 HTS inh	LGR2 antag	PGC1a acetyl inh	Cneo AK release	XiGFP reactiv	S100A4 inh HTS	Statin myotox sup
CCC(=O)N(C)C[C@@H]1Oc2cc(C#C[C@H](C)O)ccc2S(=O)(=O)N([C@H](C)CO)C[C@@H]1C	?	0	-22	4	-1	-1.0	16	-14
C[C@H]1CN([C@@H](C)CO)C(=O)c2cccc(NC(=O)Nc3cccc4ccccc34)c2O[C@@H]1CN(C)S(=O)(=O)c1ccccc1	3	2	5	-5	-4	0.3	-1	4
CCOc1ccccc1NC(=O)NNC(=O)COc1cccc(C)c1C	-1	-2	5	/	-2	0.0	0	-5
O=C(NCc1ccccc1)C(=O)NCC1OCCN1S(=O)(=O)c1ccc2c(c1)OCCO2 (configuration not stated)	-4	1	7	-22	-1	0.2	4	3
C[C@@H]1CN([C@@H](C)CO)C(=O)c2c(c3ccccc3n2C)-c2ccccc2CO[C@H]1CN(C)C(=O)Nc1cccc(F)c1	-5	1	17	-9	-1	-0.3	14	/
C=CCn1c(SCC(=O)NC(=O)Cc2ccccc2)nc2ccccc2c1=O	0	-1	5	-3	0	-0.1	2	-1
S=C(Nc1cccc2ccccc12)NN1CCCCCC1	/	-4	/	0	25	0.1	1	-9
CS(=O)(=O)N1CCCC(C(=O)Nc2ccccc2C(F)(F)F)C1 (configuration not stated)	-5	-3	/	-5	3	0.0	4	4
COc1ccc(CN2CCN(C(=O)c3ccc(CNS(=O)(=O)c4ccc(C)cc4)cc3)CC2)c(OC)c1OC	-4	-4	2	-10	-19	0.1	0	-48
O=C(CCC1CCCCC1)Nc1cc(C(F)(F)F)ccc1N1CCOCC1	1	-1	7	/	/	0.0	-3	/
O=C1COc2ccc(C(=O)COC(=O)c3ccc(F)cc3Cl)cc2N1	-7	2	-5	3	-3	0.0	-18	-8
CCCC#Cc1cnc2c(c1)C(=O)N([C@H](C)CO)C[C@H](C)[C@H](CN(C)C(=O)NC1CCCC1)O2	-5	0	4	7	7	-0.2	-10	7

The list goes on; the last 2 above are carried over.
SMILES	SIRT5 inh	ERAP1 HTS inh	LGR2 antag	PGC1a acetyl inh	Cneo AK release	XiGFP reactiv	S100A4 inh HTS	Statin myotox sup
O=C1COc2ccc(C(=O)COC(=O)c3ccc(F)cc3Cl)cc2N1	-7	2	-5	3	-3	0.0	-18	-8
CCCC#Cc1cnc2c(c1)C(=O)N([C@H](C)CO)C[C@H](C)[C@H](CN(C)C(=O)NC1CCCC1)O2	-5	0	4	7	7	-0.2	-10	7
C/C(=N\NC(=O)c1ccc(OC2CCCC2)cc1)c1ccc(O)cc1	-1	-1	-7	/	2	0.2	0	-6
C[C@H](CO)N1C[C@H](C)[C@@H](CN(C)S(=O)(=O)c2ccc(F)cc2)OCCCC[C@H](C)Oc2ccc(NC(=O)CCC(F)(F)F)cc2C1=O	5	-2	6	2	-1	0.2	1	/
COc1cc(C(=O)OCC(=O)NC2CCCC2)cc(OC)c1OC	3	-2	27	12	2	0.0	-12	8
Cc1ccc(C)c(C(=O)COC(=O)CN2C(=O)C3C4C=CC(C4)C3C2=O)c1 (configuration not stated)	-2	2	4	/	-1	0.1	3	1
CCS(=O)(=O)N1[C@H](C#N)[C@@H](c2ccc(C#CCC3CCCC3)cc2)[C@@H]1CO	1	-5	10	-15	-3	-0.1	2	-4
C[C@H](CO)N1C[C@H](C)[C@H](CN(C)C(=O)Nc2ccccc2)OCCCC[C@H](C)Oc2ccc(NC(=O)Nc3ccc4c(c3)OCO4)cc2C1=O	13	0	?	-22	1	0.2	-5	-3
C[C@@H]1CCCCO[C@H](CN(C)C(=O)Nc2ccc3c(c2)OCO3)[C@@H](C)CN([C@@H](C)CO)C(=O)c2cc(NS(=O)(=O)c3ccc(F)cc3)ccc2O1	/	/	0	-8	-1	0.2	/	42
Cc1noc(C)c1S(=O)(=O)Nc1ccc2c(c1)C(=O)N([C@H](C)CO)C[C@H](C)[C@H](CN(C)Cc1ccccc1)OCCCC[C@H](C)O2	1	3	4	-4	0	0.1	6	/
O=C(C[C@H]1CC[C@@H](NS(=O)(=O)c2ccc(F)cc2)[C@H](CO)O1)NCCc1ccncc1	6	1	-2	-10	1	0.5	2	0
CC(C)(C)CN1CCNC(=O)C1CC(=O)N1CCC(C(=O)N2CCOCC2)CC1 (configuration not stated)	0	1	0	/	/	0.5	-2	/
CN1CCc2c(sc(N)c2C(=O)O)C1	-4	-1	/	0	/	0.0	11	-4
O=P(Cc1ccccn1)(c1ccccc1)c1ccccc1	-1	2	2	/	/	/	0	/
COc1ccc(NC(=O)CNC(=O)C2CCCCC2)cc1	-4	2	-5	4	0	0.1	-4	-20
Cc1sc(NC(=S)Nc2ccc(F)cc2)c(C(N)=O)c1C	1	2	-11	1	/	0.9	-2	/
COc1ccccc1CNC(=O)[C@@H]1CCCN1S(=O)(=O)c1ccccc1F	-1	-6	19	/	-2	0.1	0	5
O=C(CC12CC3CC(CC(C3)C1)C2)N/N=C\c1ccc[nH]1	-3	5	-2	12	/	0.0	1	-7
Clc1cccc2c1CCN(Cc1nc(-c3cnccn3)no1)C2	-2	-1	1	-4	/	0.2	8	/
CCCC1Cc2nc(Cl)c(C#N)cc2CO1 (configuration not stated)	-2	1	/	-4	0	-0.1	-9	/
COC(=O)c1ccc(S(=O)(=O)N(C2CCCCC2)C2CCCCC2)n1C	-8	2	11	/	/	0.0	-12	/
CCOc1ccc(N2C(=O)CC(NCCc3c[nH]c4ccccc34)C2=O)cc1 (configuration not stated)	-5	0	-14	/	/	0.1	0	/
COC(=O)c1c(Oc2nc(OC)cc(OC)n2)cccc1Oc1nc(OC)cc(OC)n1	-5	2	-7	9	-2	0.0	-2	5
COc1ccc(OC)c(C2NC(=S)NC3=C2N2CCC3CC2)c1 (configuration not stated)	-2	3	-1	/	/	0.3	-9	/
O=C(CSc1nc2[nH]ncc2c(=O)n1-c1ccccc1)NCCc1ccccc1	2	-2	17	/	/	0.2	5	/
C[C@@H]1CN([C@H](C)CO)C(=O)c2cc(NC(=O)Nc3ccc4c(c3)OCO4)ccc2O[C@@H](C)CCCCO[C@H]1CN(C)C(=O)Cc1ccccc1	0	-3	6	-4	4	-1.0	0	/
Cc1ccc2nc(SCC(=O)Nc3ccc(C(N)=O)cc3)[nH]c2c1	0	1	-23	-13	/	-0.3	1	/
O=C1C2C(c3ccccc3)CC=CC2[C@H](c2ccc(C(F)(F)F)cc2)N1Cc1ccccc1 (some centres not stated)	/	-1	21	-5	1	0.1	-4	-7
CNC(=O)c1ccc(-n2cccn2)nc1	-2	2	1	-5	/	0.0	12	/
c1cc(-c2ccc(C3[C@H]4CNC[C@@H]3N4CC3CCCCC3)cc2)ccn1 (some centres not stated)	-4	-6	-6&-6	-3	/	0.1&0.0	-5	/
COc1ccc(NC(=O)C/C(C)=N/NC(=O)COc2ccc(OC)cc2)cc1	-4	3	9	/	-3	0.1	-4	6
CCOC(=O)C1(O)CSc2nc3sc(C(=O)O)c(C)c3c(=O)n21 (configuration not stated)	-6	0	7	/	11	/	-1	-4
CNC(=O)c1nc(C)c(C2(C)CC(c3cccc([N+](=O)[O-])c3)=NO2)s1 (configuration not stated)	-3	1	-18	/	0	0.0	0	-2
CCOCCCNC(=O)C1CC(=O)N(C2CCCC2)C1 (configuration not stated)	0	1	23	19	1	/	1	-9
Cc1occc1C(=O)NNC1=CC(=O)CC(C)(C)C1	/	/	-12	-5	4	0.1	/	5
NC(=O)CC(NC(=O)Cc1cccc2ccccc12)c1ccc(N2CCC(N3CCCCC3)CC2)c([N+](=O)[O-])c1 (configuration not stated)	/	-1	15	4	2	0.0	7	-11
O=C(N[C@@H]1C=C[C@H](CC(=O)N2CCCCC2)O[C@H]1CO)c1ccc2c(c1)OCO2	0	1	-7	-5	-6	-0.1	-7	1
C=CCc1ccc(OCC(O)CO)c(OC)c1 (configuration not stated)	-1	-1	-9	/	1	0.0	0	/
COC(=O)c1ccc(CNC(=O)COC(=O)/C=C/c2cc(OC)c(OC)c(OC)c2)cc1	-1	3	-4	7	-2	0.2	-12	6
Cc1cc(Nc2ccc(Cl)c(C(F)(F)F)c2)cc(=O)n1-c1ccc(Cl)c(C(F)(F)F)c1	/	-4	6	/	/	0.1	-20	/
O=C(CSc1nc(-c2ccccc2)cc(=O)[nH]1)Nc1ccccc1	-1	-2	2	-3	0	0.0	-7	7
C[C@@H]1CN([C@@H](C)CO)C(=O)c2cccc(NC(=O)C3CC3)c2O[C@@H]1CN(C)Cc1ccc(C(=O)O)cc1	1	4	0	1	53	0.2	11	23
CCOc1ccc(N2CC(C(=O)NCc3ccco3)CC2=O)cc1 (configuration not stated)	-1	-4	-2	5	-1	0.1	-4	-8
O=C(N[C@@H]1CC[C@H](CCNS(=O)(=O)c2ccc(F)cc2)O[C@@H]1CO)C1CCC1	2	-3	-7	-1	5	0.3	2	-2
O=C(CCC(=O)N1CCOc2ccccc21)NCCCc1ccccc1	3	7	-14	4	0	0.0	-6	12
Cc1nonc1C1CCCN1C(=O)c1cc(COc2cccc(C(F)(F)F)c2)on1 (configuration not stated)	0	-1	-8	-6	5	0.2	3	-7
C[C@@H]1CN([C@@H](C)CO)C(=O)CCCn2cc(nn2)CO[C@H]1CN(C)Cc1ccc(Cl)c(Cl)c1	/	/	5	-7	/	-0.2	/	29
O=C(Nc1ccccc1[N+](=O)[O-])c1cc(S(=O)(=O)N2CCOCC2)cs1	-1	0	-3	3	0	-0.1	-1	/
CCN(CC)S(=O)(=O)c1cccc(-c2csc(C)n2)c1	-1	/	-4	-3	/	0.4	-4	4
N#C[C@H]1[C@H](c2ccccc2C2=CCCCC2)[C@@H](CO)N1C(=O)c1cccc(F)c1	-2	-1	17	-14	/	0.2	14	/
COCC(=O)N(C)C[C@@H]1Oc2ncc(-c3ccc(C#N)cc3)cc2C(=O)N([C@H](C)CO)C[C@@H]1C	1	1	4	8	-2	0.1	0	14
CCOC(=O)CC1(O)CSc2nc(N)cc(=O)n21 (configuration not stated)	/	1	-21	/	/	-0.1	-3	/
CS/C(=C(/C#N)S(=O)(=O)c1ccc(Cl)cc1)N1CCOCC1	/	/	-5	13	-1	0.2	-3	/
CCN(CC)S(=O)(=O)c1ccc(NC(=O)CSc2cccc[n+]2[O-])cc1	0	-1	/	-9	/	/	-5	/
Cc1cc(C)n(CCOc2ccc(Br)cc2)n1	-5	-1	9	/	2	0.3	1	5
CC(=O)N(C)C[C@@H]1Oc2cc(C#Cc3ccncc3)ccc2S(=O)(=O)N([C@H](C)CO)C[C@@H]1C	0	-1	2	2	-2	0.1	-6	17
O=C(CSc1cn(Cc2ccccc2)c2ccccc12)N1CCOCC1	-2	1	-66	-18	-5	0.1	-2	6
COc1cc(NS(=O)(=O)c2ccc(NC(=O)NC3CCCCC3)cc2)nc(OC)n1	/	/	30	2	-4	/	/	-13
CCOc1ccc(Br)cc1S(=O)(=O)Nc1ccc(C(=O)OC(C)C(=O)N(C)c2ccccc2)cc1 (configuration not stated)	-1	0	23	/	/	0.3	3	/

From PubChem BioAssay

A portion of the library, so the mix of outcomes need not match the whole.
